Gli-Sufu antag: blocks Gli-Sufu signaling in a luciferase reporter | Sufu-KO-LIGHT fibroblasts, Gli luciferase reporter luminescence | AID 588413 | inhibition, % at 5 µM | hit rate 0.74% among 340,000;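 active means inhibition above about 55%, limit read from the data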;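 further: 0% = DMSO-treated cells and 100% = wells with medium but no cells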
Jurkat NFkB inh: inhibitors of the PMA/ionomycin-induced NF-kB reporter in Jurkat cells. PMA/ionomycin-induced NF-kB luciferase reporter, luminescence. inhibition, % at 4 µM. hit rate 0.53% among 330,000. AID 435003
Apaf-1 inh: inhibitors of human Apaf-1 apoptosome; AID 489030; O14727; inhibition, % at 20 µM; reconstituted apoptosome caspase-3 activity, DEVD-Rh110 fluorescence; hit rate 0.71% among 330,000; active means inhibition of at least 40% at 20 µM;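 further: plate controls were DMSO wells for no effect and DEVD-CHO caspase inhibitor wells for full effect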
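detection = Rh110 fluorescence intensity | test system = biochemical Apaf-1 apoptosome reconstitution | also added = cytochrome c and DEVD-Rh110 substrate | schedule = 30 min plus 50 min, RT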
HKDC1 inh: inhibitors of human hexokinase HKDC1 | inhibition, % at 20 µM | Q2TB90 | recombinant HKDC1, G6PDH/diaphorase resazurin coupled fluorescence | hit rate 0.16% among 340,000;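 active means inhibition above about 35% when tested at 20 µM, limit read from the data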;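 further: plate controls were DMSO wells with enzyme for no effect and DMSO wells lacking enzyme for full effect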
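Incubation: 90 min at room temperature in dark / Material: recombinant HKDC1 (HK5) hexokinase enzyme, produced in-house / Quantity: enzyme 5 µg/mL final / Compound: one dose of 20 µM, 1% DMSO / Reagent: glucose and ATP substrates / Buffer or medium: Tris pH 8.0 buffer with MgCl2, Tween-20, BSA, BME / Technique: resorufin fluorescence at 613 nm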
UBC13 inh: inhibitors of human UBC13 polyubiquitin chain formation. inhibition, % at 20 µM. hit rate 0.47% among 330,000. TR-FRET; in the data active means inhibition above about 45%, passing the limit was not always enough
Target sequence (P61088 whole entry, looked up): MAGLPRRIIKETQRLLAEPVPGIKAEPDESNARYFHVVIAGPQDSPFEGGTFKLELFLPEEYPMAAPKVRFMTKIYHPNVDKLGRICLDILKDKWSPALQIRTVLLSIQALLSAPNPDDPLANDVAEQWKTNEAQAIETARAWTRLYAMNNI
SENP8 inh: SENP8 protease inhibition. inhibition, % at 10 µM. hit rate 1.2% among 330,000. AID 2540. purified SENP8, Z-RLRGG-aminoluciferin cleavage, luminescence. Q96LD8
Target sequence (Q96LD8 whole entry, looked up): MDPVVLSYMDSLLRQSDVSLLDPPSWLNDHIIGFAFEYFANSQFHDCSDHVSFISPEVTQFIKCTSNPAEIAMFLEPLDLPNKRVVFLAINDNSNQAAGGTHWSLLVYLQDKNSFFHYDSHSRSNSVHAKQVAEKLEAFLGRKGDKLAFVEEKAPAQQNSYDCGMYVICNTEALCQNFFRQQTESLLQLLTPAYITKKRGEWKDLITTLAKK
SENP7 inh: inhibitors of human SENP7 protease; Q9BQF6; recombinant SENP7, Z-RLRGG-aminoluciferin luminescence, 40 min; inhibition, % at 5 µM; hit rate 1.5% among 330,000;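 active means inhibition above about 50% at the single test dose, limit read from the data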;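 further: plate controls were DMSO with enzyme for no effect and no enzyme buffer wells for full effect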
Target sequence (Q9BQF6 706-1050 limits assumed): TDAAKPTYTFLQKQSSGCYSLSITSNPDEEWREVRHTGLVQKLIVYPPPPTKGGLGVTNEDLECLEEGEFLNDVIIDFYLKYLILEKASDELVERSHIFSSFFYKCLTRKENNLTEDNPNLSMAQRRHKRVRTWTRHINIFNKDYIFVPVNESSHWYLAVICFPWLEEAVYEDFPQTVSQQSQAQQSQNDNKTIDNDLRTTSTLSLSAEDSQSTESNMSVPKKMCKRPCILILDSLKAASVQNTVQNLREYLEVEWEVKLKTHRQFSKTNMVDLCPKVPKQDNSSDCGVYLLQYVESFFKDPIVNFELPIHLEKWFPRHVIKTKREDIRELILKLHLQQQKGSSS
697 NFkB inh: inhibitors of the PMA/ionomycin-induced NF-kB reporter in 697 B cells; 697 B-cell NF-kB luciferase reporter, 16 h; inhibition, % at 4 µM; hit rate 0.33% among 330,000; in the data active means inhibition above about 35%
Starred values were filed as active, the others as inactive; nt = not tested or not shown. Unless noted, no stated cut-off is given here; in the data, active means inhibition above about 50%; inactive means the rest.

1. Cc1onc(C(=O)NC(C)c2ccccc2)c1[N+](=O)[O-] (centres undefined)
2. CCc1ccc2ncc(C(=O)c3ccccc3)c(N3CCOCC3)c2c1
3. CCOC(=O)N1CCC(NC(=O)c2cc(C(=O)Nc3ccc(S(=O)(=O)N4CCOCC4)cc3)ccc2CO)CC1
4. COC(CNC(=O)C1CCC(CNS(=O)(=O)c2c(C)cc(C)cc2C)CC1)OC (centres undefined)
5. CC(C)(C)c1ccc(-c2cc(C(=O)NNC(=O)Nc3ccccc3)c3ccccc3n2)cc1
6. COc1cc(/C=C/C(=O)OCC(=O)NC(=O)NC2CCCCC2C)ccc1OC(F)F (centres undefined)
compound no.,1,2,3,4,5,6
697 NFkB inh,8,6,-4,9,-126,2
SENP8 inh,4,-4,4,1,-1,-12
SENP7 inh,3,5,7,-1,19,-5
UBC13 inh,2,11,-2,2,-6,11
Gli-Sufu antag,-4,4,-15,-5,-57,-2
Jurkat NFkB inh,-7,6,-15,-17,-89,-17
HKDC1 inh,-15,-2,5,-4,2,2
Apaf-1 inh,-13,12,-1,1,-1,26

Quoted at random: three entries already listed, in no set order.
3. CCOC(=O)N1CCC(NC(=O)c2cc(C(=O)Nc3ccc(S(=O)(=O)N4CCOCC4)cc3)ccc2CO)CC1
4. COC(CNC(=O)C1CCC(CNS(=O)(=O)c2c(C)cc(C)cc2C)CC1)OC (centres undefined)
5. CC(C)(C)c1ccc(-c2cc(C(=O)NNC(=O)Nc3ccccc3)c3ccccc3n2)cc1
compound no.,3,4,5
697 NFkB inh,-4,9,-126
SENP8 inh,4,1,-1
SENP7 inh,7,-1,19
UBC13 inh,-2,2,-6
Gli-Sufu antag,-15,-5,-57
Jurkat NFkB inh,-15,-17,-89
HKDC1 inh,5,-4,2
Apaf-1 inh,-1,1,-1

An excerpt from above in order of the HKDC1 inh value, high to low.
nr	Structure	HKDC1 inh
6	COc1cc(/C=C/C(=O)OCC(=O)NC(=O)NC2CCCCC2C)ccc1OC(F)F (centres undefined)	2
2	CCc1ccc2ncc(C(=O)c3ccccc3)c(N3CCOCC3)c2c1	-2
1	Cc1onc(C(=O)NC(C)c2ccccc2)c1[N+](=O)[O-] (centres undefined)	-15

(cont.)
7. COc1cccc(C(=O)c2cc3cc(Cl)ccc3[nH]2)c1
8. CC(=O)C12OC1CC1C3CCC4=CC(=O)CCC4(C)C3CCC12C (centres undefined)
9. O=C1NC(Cc2ccccc2)c2nc3ccc(Cl)cc3c(=O)n2-c2cc(Cl)ccc21 (centres undefined)
10. Cc1nn(-c2ccccc2)c(C)c1/C=N/NC(=O)c1cc(O)cc(O)c1
11. Cc1cc(C(=O)NNS(=O)(=O)c2cc(C(=O)O)ccc2Cl)c(C)n1-c1ccccc1
12. CCN(CC)c1cc(C)c2cc(NC(=O)c3ccccc3OC)ccc2n1
compound no.,7,8,9,10,11,12
697 NFkB inh,-117,8,8,1,30,-53
SENP8 inh,-8,1,6,-9,8,-5
SENP7 inh,11,-3,0,10,0,-11
UBC13 inh,-1,0,7,2,-2,-1
Gli-Sufu antag,-53,-6,nt,2,23,4
Jurkat NFkB inh,-49,23,6,-5,-2,-21
HKDC1 inh,1,-1,nt,-3,3,-5
Apaf-1 inh,11,2,0,11,-9,17

13. COc1cccc(CNC(=O)C2CCC(CNS(=O)(=O)c3cccc4nsnc34)CC2)c1 (centres undefined)
14. O=C(COC(=O)CNC(=O)C1CCCCC1)NCc1ccccc1
15. CC1CCC2(CC1)OCC1(CCC3(COC4(CCC(C)CC4)OC3)C1=O)CO2 (centres undefined)
16. CC(C)C(=O)Nc1c(O)c2ccccc2[nH]c1=O
17. O=C(Nc1ccc2c(c1)OCCO2)c1cnccn1
18. O=C(Cn1c(NCCCO)nc2ccccc21)c1ccc([N+](=O)[O-])cc1
compound no.,13,14,15,16,17,18
697 NFkB inh,15,7,-9,7,-52,5
SENP8 inh,9,-3,-11,7,13,2
SENP7 inh,4,1,4,-2,41,0
UBC13 inh,2,2,7,2,6,2
Gli-Sufu antag,2,2,3,1,-52,1
Jurkat NFkB inh,5,-4,5,-13,-60,-2
HKDC1 inh,-7,-4,-8,-10,-8,-2
Apaf-1 inh,-1,-1,1,-3,-8,1

19. Cn1cnnc1Sc1ccc(/C=C(\CCC(=O)O)c2nc3ccccc3s2)cc1[N+](=O)[O-]
20. O=C(NC1CCCc2ccccc21)C1CCN(C(=O)c2sccc2-n2cccc2)CC1 (centres undefined)
21. O=C(O)CCCCCNC(=O)c1ccccc1Br
22. Cc1cc(NC(=O)CSc2nc3cc(Cl)ccc3o2)no1
23. CCOCCn1c(=O)c2c(nc3n2CC(C)CN3CCc2ccccc2)n(C)c1=O (centres undefined)
24. CN1C(C(=O)NCc2ccco2)CC2Cn3c(nc4ccccc43)C21 (centres undefined)
compound no.,19,20,21,22,23,24
697 NFkB inh,15,16,-12,-2,-42,11
SENP8 inh,-2,14,-3,3,-9,-18
SENP7 inh,5,4,50,-2,7,11
UBC13 inh,7,6,-1,-2,-8,-9
Gli-Sufu antag,3,6,2,-12,3,8
Jurkat NFkB inh,7,6,-8,-6,4,-13
HKDC1 inh,-6,-3,-7,4,-5,1
Apaf-1 inh,-2,-1,-11,-3,6,3

Single entries from the entries so far.
#24 in Apaf-1 inh has 3
#19 in SENP8 inh has -2
#21 in SENP7 inh has 50
#20 in SENP8 inh has 14
#22 in Apaf-1 inh has -3
#23 in SENP8 inh has -9

(listing goes on)
25. Cc1ccc(N=CC2=C(O)CC(c3ccccc3Cl)CC2=O)cc1 (centres undefined)
26. COc1ccc(S(=O)(=O)Nc2ccc(C(N)=O)cc2)cc1C(=O)N1CCCCCC1
27. O=C(COc1ccc(F)cc1)Nc1c(C(=O)N2CCC(N3CCCCC3)CC2)oc2ccccc12
28. Cc1ccccc1NC(=O)CSc1nnc2ccc(-c3ccncc3)nn12
29. O=C(CSc1ncccn1)Nc1ncc(C(F)(F)F)cc1Cl
30. O=C(c1ccco1)N1CCN(c2nnc(-c3ccccc3)c3ccccc23)CC1
compound no.,25,26,27,28,29,30
697 NFkB inh,-33,4,7,21,4,2
SENP8 inh,-2,-1,-2,6,2,2
SENP7 inh,-9,-3,5,-6,6,-5
UBC13 inh,-8,-8,3,1,3,-5
Gli-Sufu antag,5,-7,32,-7,0,0
Jurkat NFkB inh,-22,-1,-24,6,-5,1
HKDC1 inh,-1,-3,5,2,-11,-11
Apaf-1 inh,3,5,16,0,-3,16

Overlap with the part before: 3 compounds, then new ones.
28. Cc1ccccc1NC(=O)CSc1nnc2ccc(-c3ccncc3)nn12
29. O=C(CSc1ncccn1)Nc1ncc(C(F)(F)F)cc1Cl
30. O=C(c1ccco1)N1CCN(c2nnc(-c3ccccc3)c3ccccc23)CC1
31. CN(c1ccc([N+](=O)[O-])cc1C(=O)Nc1ccccc1)C1CCCCC1
32. Cc1nc(CCNS(=O)(=O)c2cccnc2)cs1
33. COc1cccc(C(C(=O)NC2CCCC2)N(C(=O)c2ccco2)C2CC2)c1OC (centres undefined)
34. CCc1ccc(C(C(=O)NC(C)(C)CC)N(Cc2ccco2)C(=O)Cn2nnc3ccccc32)cc1 (centres undefined)
35. COc1ccccc1Nc1ccc(C(=O)NCc2cccs2)cn1
36. COCc1ccc(CN2CCC(CO)(CC3CCCCO3)CC2)o1 (centres undefined)
compound no.,28,29,30,31,32,33,34,35,36
697 NFkB inh,21,4,2,-9,3,-13,12,-8,2
SENP8 inh,6,2,2,2,0,-4,-2,-4,1
SENP7 inh,-6,6,-5,2,-9,-5,1,-5,9
UBC13 inh,1,3,-5,-14,15,-1,4,2,2
Gli-Sufu antag,-7,0,0,5,-2,-91,19,-2,1
Jurkat NFkB inh,6,-5,1,-4,1,-9,-5,-8,0
HKDC1 inh,2,-11,-11,9,-1,-9,0,10,-8
Apaf-1 inh,0,-3,16,7,-23,4,8,7,3

37. O=C(CN1C(=O)c2ccccc2C1=O)Nc1cccc(S(=O)(=O)Nc2ccccc2Cl)c1
38. CC(=O)c1cccc(NC(=S)Nc2cccc3ccccc23)c1
39. COc1cc(C2CC(=O)N3CN(Cc4ccco4)CSC3=C2C#N)ccc1OCc1ccccc1 (centres undefined)
40. OCc1ccccc1OCCCN1CCC(Cc2ccccc2)CC1
41. Cc1cc(C(=O)COC(=O)c2ccccc2O)c(C)n1Cc1cccs1
42. Cc1ccc(C2SCC(=O)N2c2ccccc2)cc1 (centres undefined)
compound no.,37,38,39,40,41,42
697 NFkB inh,-34,-188,3,5,1,2
SENP8 inh,-10,62*,3,1,93*,9
SENP7 inh,-8,19,9,-4,95*,-6
UBC13 inh,-5,-31,-17,10,-2,6
Gli-Sufu antag,-4,-3,0,26,81*,2
Jurkat NFkB inh,-10,-58,9,4,27,-12
HKDC1 inh,-4,5,13,-3,-1,2
Apaf-1 inh,18,81*,37,3,-3,3

43. CCCCCCOC(=O)C1=C(C)NC(=O)NC1c1ccc2c(c1)OCO2 (centres undefined)
44. O=C(O)CCCn1c(=O)[nH]c2ccccc2c1=O
45. FC(F)(F)c1ccc(Sc2n[nH]c(C(F)(F)F)n2)nc1
46. O=C(CN1C(=O)/C(=C2\SC(=S)N(C3CCS(=O)(=O)C3)C2=O)c2ccccc21)Nc1ccccc1 (centres undefined)
47. COc1cccc(Nc2nn3c(=O)c4ccccc4nc3s2)c1
48. COc1ccc(C2CC(c3ccc(F)cc3)Nc3nc(N)nn32)cc1OC (centres undefined)
compound no.,43,44,45,46,47,48
697 NFkB inh,11,11,12,18,-80,-5
SENP8 inh,4,0,-1,14,-13,-10
SENP7 inh,0,3,-7,-3,9,10
UBC13 inh,5,-2,6,-37,4,-6
Gli-Sufu antag,1,2,-1,7,-42,1
Jurkat NFkB inh,7,14,6,17,-102,-15
HKDC1 inh,0,0,-4,-4,2,-2
Apaf-1 inh,-13,-10,-14,1,14,1

49. Cc1ccc(C(=O)NCc2ccc(N3CCN(C(=O)OC(C)(C)C)CC3)cc2)cc1
50. CSc1ccccc1NC(=O)Cn1nc([N+](=O)[O-])c(Cl)c1C
51. O=C1CC(=C(c2ccccc2)c2ccccc2)C(=O)N1CCN1CCN(c2cccc(Cl)c2)CC1
52. COc1ccc(CN2C(=O)CN(C3CCCCCC3)C(=O)C2c2ccc(OC)c(OC)c2)cc1 (centres undefined)
53. CCOC(=O)C1CCCN(C(=O)CSc2nnnn2C)C1 (centres undefined)
54. Cc1ccc(NC(=O)Cn2c(/C=C/c3ccccc3)nc3ccccc32)cc1C
compound no.,49,50,51,52,53,54
697 NFkB inh,-41,16,-1,-2,-12,2
SENP8 inh,-10,6,2,-6,1,-6
SENP7 inh,-8,-3,-7,-15,9,-12
UBC13 inh,3,5,7,-4,8,-19
Gli-Sufu antag,-5,5,1,-2,-3,-9
Jurkat NFkB inh,15,-6,5,-8,-4,-13
HKDC1 inh,0,-5,3,-7,-5,-3
Apaf-1 inh,12,-1,10,9,1,18

55. O=C(c1ccco1)N1CCN(C(=O)c2cc(-c3ccncc3)nc3ccc(Br)cc23)CC1
56. Cc1c2c(c(C)n1C)C(C(=O)NC1CCCCC1)N(Cc1ccccc1)C2=O (centres undefined)
57. COCCCNC(=O)Cn1c(=O)n(CCCCCC(=O)Nc2ccccc2)c(=O)c2sccc21
58. Cc1ccccc1OCC(=O)Nc1cccc2nsnc12
59. Cc1ccc(S(=O)(=O)N2CCCCC2)cc1NC(=O)Cc1cccs1
60. O=C1CC2CS(=O)(=O)CC2N1C1CCCCC1 (centres undefined)
61. COc1ccc(Cl)cc1C(=O)C1CCCN(Cc2cnc(N3CCOCC3)s2)C1 (centres undefined)
compound no.,55,56,57,58,59,60,61
697 NFkB inh,-26,3,-4,23,18,6,4
SENP8 inh,-4,-8,-11,-7,-1,10,-10
SENP7 inh,1,-3,-9,14,1,-5,-3
UBC13 inh,-33,40,-4,20,8,5,6
Gli-Sufu antag,13,1,-5,-61,-5,6,29
Jurkat NFkB inh,-4,6,-11,-35,1,5,-10
HKDC1 inh,0,-7,-5,-5,-1,-6,-2
Apaf-1 inh,10,8,-10,6,-5,-4,13

Bioassay records from PubChem BioAssay.
